# Screening results: PubChem BioAssay, several laboratories
# MEKK2 mut-MEK5: signal of MEK5 binding to mutant human MEKK2 PB1 domain. 0.35% of 290,000 active. percent response, % at 10 µM. bead flow cytometry, Alexa488-MEK5 binding to MEKK2 mutant. AID 1530; in the data active means percent response above about 24%, passing the limit was not always enough; further: inactives centre near 1; some results filed as inactive read as strong as hits; reference of the scale not given here
# MEKK3 PB1 HTS: MEKK3-MEK5 PB1 interaction, increase or decrease. Q99759. bead-based flow cytometry, Alexa488-MEK5 binding to MEKK3; actives lie on both sides; 0 = blocked by unlabeled MEK5, 100 = vehicle. binding response (% of control), % at 10 µM. 1.4% of 290,000 active;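 active means binding response more than 3 SD above or below the average of its plate-row segment, actives on both sides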;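 further: Alexa488 bead fluorescence after subtracting the streptavidin-only scavenger bead signal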
# Target sequence (Q99759 whole entry, looked up): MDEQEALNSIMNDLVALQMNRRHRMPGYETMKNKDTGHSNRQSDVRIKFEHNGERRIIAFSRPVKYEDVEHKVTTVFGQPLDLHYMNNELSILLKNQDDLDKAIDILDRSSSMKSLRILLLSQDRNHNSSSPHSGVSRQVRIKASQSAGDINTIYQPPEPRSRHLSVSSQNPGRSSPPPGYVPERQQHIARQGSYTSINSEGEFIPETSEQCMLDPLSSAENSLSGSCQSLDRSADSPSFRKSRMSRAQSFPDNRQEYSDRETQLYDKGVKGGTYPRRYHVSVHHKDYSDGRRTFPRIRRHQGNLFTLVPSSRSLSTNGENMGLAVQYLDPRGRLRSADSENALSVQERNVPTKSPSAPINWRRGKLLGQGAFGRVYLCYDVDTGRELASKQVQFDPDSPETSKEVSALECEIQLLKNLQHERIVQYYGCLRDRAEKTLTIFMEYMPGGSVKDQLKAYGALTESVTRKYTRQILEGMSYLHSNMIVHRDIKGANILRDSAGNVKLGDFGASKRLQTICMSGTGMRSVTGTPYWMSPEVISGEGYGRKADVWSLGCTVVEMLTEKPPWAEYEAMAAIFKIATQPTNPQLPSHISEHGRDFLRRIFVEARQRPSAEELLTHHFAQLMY
# NALP1 yeast inh: blocks the NALP1 inflammasome reconstituted in yeast; S. cerevisiae NALP1/ASC/caspase-1 growth, X-gal OD620, 72 h; inhibition, % at 10 µM; 0.61% of 280,000 active; in the data active means inhibition mostly above about 24%, no sharp cut-off; inactive means mostly below about 32%; further: some compounds called inactive have numbers as strong as hits
# GPR7 antagonist: blocks human GPR7 receptor signaling; 1.1% of 290,000 active; inhibition, % at 4.4 µM; GPR7-expressing cells, fluorescence antagonist assay; in the data active means inhibition above about 16%, passing the limit was not always enough;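 further: cells stimulated with the agonist NPW; 0% = agonist with vehicle and 100% = vehicle without agonist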
# Target sequence (P48145 whole entry, looked up): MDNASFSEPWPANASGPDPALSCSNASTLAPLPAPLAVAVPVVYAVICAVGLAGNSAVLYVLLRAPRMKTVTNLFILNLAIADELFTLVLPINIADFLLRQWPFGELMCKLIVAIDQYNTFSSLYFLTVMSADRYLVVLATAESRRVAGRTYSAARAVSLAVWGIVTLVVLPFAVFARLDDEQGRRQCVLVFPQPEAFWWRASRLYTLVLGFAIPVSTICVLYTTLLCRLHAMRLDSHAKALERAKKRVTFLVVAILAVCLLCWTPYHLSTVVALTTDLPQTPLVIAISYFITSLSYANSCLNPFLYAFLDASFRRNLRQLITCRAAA
# V1aR counter: counter-screen for oxytocin receptor agonists: human V1a receptor agonists; CHO-V1R cells, Fluo-8 calcium fluorescence, agonist mode; 0% DMSO, 100% 3 nM vasopressin; activation, % at 3 µM; 0.25% of 320,000 active; P37288;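 active means activation above the mean activation of all tested compounds plus 3 SD, per screening run, cut at about 20% in these data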;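 further: signal is peak over basal fluorescence ratio across a 100 second FLIPR read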
# OXTR ag: human OXTR agonism. P30559. CHO-OTR cells, Fluo-8 calcium fluorescence; normalized: DMSO 0%, oxytocin 100%. activation, % at 3 µM. 0.32% of 320,000 active;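 active means activation above the mean of all tested compounds plus 3 SD, cutoff set per screening run, cut at about 20% in these data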;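 further: peak over basal fluorescence ratio from a 100 s FLIPR kinetic read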
# PHOSPHO1 inh: blocks human PHOSPHO1 phosphatase activity; Q8TCT1; recombinant PHOSPHO1, absorbance phosphatase assay; inhibition, % at 13.3 µM; 1.1% of 290,000 active; AID 1565; in the data active means inhibition above about 60%
# MEKK2wt PB1 HTS: raises or lowers MEK5 binding to wildtype human MEKK2 PB1 domain | binding response (% of control), % at 10 µM | AID 1531 | bead flow cytometry, Alexa488-MEK5 binding to MEKK2 WT; actives lie on both sides | 1.1% of 290,000 active | Q9Y2U5; in the data active means binding response below about 67% or above about 130%
# GalR3 antag: blocks the human galanin receptor 3; HEK293 GalR3-CNG cAMP membrane potential fluorescence; galR3 body fused to GalR1 C-terminus; inhibition, % at 3 µM; 0.44% of 360,000 active; AID 651719;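 active means inhibition above the screen-wide average plus 3 SD, cut at about 13% in these data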;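 further: forskolin and galanin both at EC90 stimulate the cells; cAMP rise reported by CNG channel membrane potential dye signal; 0% = forskolin plus galanin with DMSO and 100% = forskolin alone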
# The depositor's hits bear a star; · = no result given.
SMILES,MEKK2 mut-MEK5,MEKK3 PB1 HTS,NALP1 yeast inh,GPR7 antagonist,V1aR counter,OXTR ag,PHOSPHO1 inh,MEKK2wt PB1 HTS,GalR3 antag
Cc1cc(C)c(C#N)c(SCC(=O)Nc2nonc2N)n1,3,102,0,4,1.6,0.3,40,106,-11
COc1cc(OC)cc(C(=O)Nc2ccc3c(c2)CCCN3C(=O)c2cccs2)c1,-2,102,1,-8,0.9,-0.8,8,101,-5
CC1=CCC2C(=O)N(c3ccc(N4CCOCC4)cc3)C(=O)C2C1 (configuration not stated),-2,103,·,-2,1.4,1.2,23,105,-4
Cc1nnc(SCc2nc3ccccc3s2)n1N,-6,100,-19,-4,-0.1,-0.1,24,95,-2
Cc1ccc(N(O)C(=O)NCCCCNC(=O)N(O)c2ccc(C)cc2)cc1,3,103,9,-7,1.3,0.6,33,110,8
Cc1ccc(C)c(N2CCN(c3ccc(N4C(=O)COCC4=O)cc3[N+](=O)[O-])CC2)c1,-1,102,28,2,1.4,-1.1,0,99,-2
COc1ccc(Br)cc1C(=O)Nc1cc(C)cc(C)c1,-3,94,-4,-11,0.8,-1.3,0,94,-5
O=C(N/N=C1\CCc2ccccc21)c1ccccc1Cl,-1,112,30,2,-1.5,-1.1,0,110,0
Cc1cc(C)c2c(N)c(C(=O)c3ccc(Cl)cc3)sc2n1,-1,98,43,-11,-1.1,-0.2,-7,99,4
COc1cc(CNn2c(C)n[nH]c2=S)cc(Br)c1OCc1ccc(F)cc1,-1,102,28,11,12,11,-11,98,-6
COc1ccc(CNC(=O)c2ccc(N(C)S(=O)(=O)c3ccc(C)cc3)cc2)cc1,3,106,15,10,6.4,1.0,27,106,0
COc1cc2nc(C3CCC3)nc(N3CCN(c4ccccc4OC)CC3)c2cc1OC,4,101,40,-21,-0.3,-1.2,-18,110,-7
O=C(COC(=O)/C=C/c1cccc(F)c1)Nc1ccccc1,-7,54,-21,16,2.4,1.0,28,70,1
O=C(CNC(=O)c1ccc(Br)cc1)NCC(=O)OCc1ccc(Cl)cc1,-6,93,22,-4,0.7,-0.7,32,95,-1
COc1ccccc1Nc1ncnc2c1cnn2-c1cccc(C)c1,-1,100,-3,14,-1.1,-0.4,9,97,-4
COc1cc(SC)ccc1C(=O)N1CCN(c2ccccc2)CC1,-11,106,-6,-12,4.7,1.3,53,92,-5
COc1cccc(SCc2noc(C(=O)NCC3CC3)c2C(=O)NCC2CC2)c1,4,101,·,·,0.9,-1.7,·,103,-8
COC(=O)c1ccc(CN2[C@H](C(=O)OC)C[C@@]3(O)[C@H](O)[C@H](O)[C@H](O)C[C@@H]23)cc1,5,96,·,·,0.3,-0.2,26,95,-2
O=C1N/C(=C/c2ccc(Br)cc2)C(O)=C1C=NCc1ccccc1,-1,99,34,-9,-0.7,-1.8,-6,100,-4
CCOC(=O)C1(C)NC(c2cccs2)C2C(=O)N(c3ccc(C)cc3)C(=O)C21 (configuration not stated),0,101,3,-4,0.5,-1.5,24,101,-6
CN(C)/C=C/C(=O)c1ccn(S(=O)(=O)c2ccccc2)c1,6,105,1,-18,-0.2,0.1,29,108,-10
COC(=O)c1ccc(CN2C(=O)C3CCCCC3C2=O)o1 (configuration not stated),-12,105,14,-3,-0.6,0.4,-3,91,-4
COc1ccc(CN(CCC#N)C(=S)NC(=O)c2ccccc2)cc1,18,105,3,2,-0.2,7.9,10,107,2
CCCCc1ccc(-c2ccc(Br)cc2)nc1,-3,94,11,30*,0.0,-0.3,-24,102,-6
Cc1ccc2nc(SCc3ccc([N+](=O)[O-])cc3)nc(C)c2c1,2,101,30,-4,-1.1,0.4,7,93,-3
COc1ccc(C(CC(=O)O)NC(=O)C2CCCCC2)cc1 (configuration not stated),-5,93,-15,2,0.5,1.5,11,93,-4
COc1cccc(CN2CCC(CO)(CC3CCCCO3)CC2)c1 (configuration not stated),1,102,7,-9,0.3,0.4,0,104,-2
NS(=O)(=O)c1cccc(C(=O)NC2CCSc3ccccc32)c1 (configuration not stated),0,104,0,15,0.9,0.3,14,100,-9
O=C(Nc1ccccc1)N(CCCN1CCOCC1)Cc1ccccc1F,9,104,1,0,-0.9,-0.5,10,104,-1
CCOc1ccc(NC(=O)C(C)C(Cc2ccc(C)cc2)C(=O)O)cc1 (configuration not stated),2,99,6,-8,0.1,-0.1,-3,104,-8
COc1ccc(C(=O)NCc2csc(-c3cccs3)n2)cc1,0,99,6,-7,-1.1,-2.2,33,98,4
COc1ccc(/C=N/Nc2nc(NCc3ccco3)nc(Nc3ccc(OC)cc3)n2)cc1,0,105,21,-7,-0.4,-3.0,-14,112,-2
COCCN(Cc1cn(C)nc1-c1ccccc1F)C(C)C,1,101,13,5,1.0,1.0,-127,98,1
COc1ccc(-c2coc3c(CN4CCOCC4)c(O)ccc3c2=O)cc1,-3,85,·,-9,0.0,-0.3,39,99,-5
Cn1cccc1C(=O)NC(=O)CSc1cccc[n+]1[O-],4,104,12,-1,1.3,0.6,28,104,1
CS(=O)(=O)N1N=C(c2ccccc2)CC1c1ccc2nccnc2c1 (configuration not stated),-1,98,18,-1,4.7,2.0,23,103,-11
O=C(CSc1ccccn1)N1CCCC(Nc2ccc(F)c(F)c2)C1 (configuration not stated),5,100,-19,4,0.3,-0.7,8,102,-2
CCCn1nc(C(=O)OCC(=O)Nc2ncc(Cl)c(C)c2Cl)c2ccccc2c1=O,0,96,32,-1,-0.1,-0.4,-17,112,-7
c1ccc2[nH]c(CSc3nnc(-c4ccncc4)o3)nc2c1,-10,80,8,-6,1.4,1.0,15,88,-1
O=C(COc1ccccc1Cl)Nc1ccc2c(c1)OCO2,1,100,2,-2,0.8,-0.2,36,100,-4

# Of the compounds above, 2 contain a furan ring, fused or not:
SMILES,MEKK2 mut-MEK5,MEKK3 PB1 HTS,NALP1 yeast inh,GPR7 antagonist,V1aR counter,OXTR ag,PHOSPHO1 inh,MEKK2wt PB1 HTS,GalR3 antag
COC(=O)c1ccc(CN2C(=O)C3CCCCC3C2=O)o1 (configuration not stated),-12,105,14,-3,-0.6,0.4,-3,91,-4
COc1ccc(/C=N/Nc2nc(NCc3ccco3)nc(Nc3ccc(OC)cc3)n2)cc1,0,105,21,-7,-0.4,-3.0,-14,112,-2

# Next part.
SMILES,MEKK2 mut-MEK5,MEKK3 PB1 HTS,NALP1 yeast inh,GPR7 antagonist,V1aR counter,OXTR ag,PHOSPHO1 inh,MEKK2wt PB1 HTS,GalR3 antag
C=CCNc1nc(-c2c(C)nc3sccn23)cs1,0,101,-42,-5,4.6,6.5,11,97,-6
Cc1ccc(C23CC4CC(CC(NC(=O)NC(C)(C)CO)(C4)C2)C3)cc1,-3,99,-4,8,-0.9,-1.4,13,96,-6
CC(NC(=O)C12CC3CC(CC(C3)C1)C2)C(=O)NCCN(C)C (configuration not stated),1,95,14,-11,0.7,1.1,-3,109,2
CCn1cc(/C=N\NC(=O)COc2cccc(C)c2C)c(C)n1,-2,90,24,-5,2.0,0.4,0,94,-4
COC(=O)c1ccc(NC(=O)CCn2c(=O)oc3ccccc32)cc1,2,111,4,14,-0.6,-0.4,6,105,-1
O=C1Nc2ccccc2C1c1ncc(C(F)(F)F)cc1Cl (configuration not stated),-2,100,17,10,1.4,1.2,25,98,-7
COc1ccc2cc3cc(C(=O)NCCc4ccc(OC)c(OC)c4)oc3nc2c1,·,·,44,-4,2.4,0.6,45,·,-7
CC1CC(C)CN(S(=O)(=O)c2ccc(C(=O)Nc3sccc3C(N)=O)cc2)C1 (configuration not stated),8,100,25,-9,-0.3,-0.4,26,100,3
CN(c1ccc(C(=O)NCc2ccncc2)cc1)S(=O)(=O)c1ccc(Cl)cc1,13,105,10,-3,5.3,2.7,-8,115,-3
CCc1cc(=O)oc2c(C)c(OCC(=O)NCCCn3ccnc3)ccc12,3,100,14,2,0.9,0.0,18,104,3
O=C(NNC(=O)c1ccc(F)cc1)C(=O)N1CCCCC1,0,104,11,-14,0.7,-1.0,-10,105,-6
CCn1cc(CN2CCC(n3nccc3NC(=O)c3ccccc3OC)CC2)cn1,-9,91,30,-4,0.0,-2.0,23,94,-5
O=C(c1cc2ccccc2o1)N1CCCC1,-5,114,0,1,-0.4,-1.9,41,99,-4
CCOc1ccc(CNC(=O)CCc2cn(C)c3ccccc23)cc1,2,103,3,-9,-0.9,-1.3,18,105,-6
CCOc1ccccc1CNC(=O)Cn1ccc2cc(S(=O)(=O)N3CCCC3)ccc21,6,101,5,-11,1.0,0.2,48,100,3
Cc1ccc(S(=O)(=O)n2nc(OC(=O)C3CCCCC3)cc2N)cc1,9,114,14,-4,-0.5,-1.2,14,109,0
CC(C)(C)NC(=O)C(c1cccs1)N(Cc1cccs1)C(=O)c1ccc(CN2CCOCC2)o1 (configuration not stated),-8,113,6,-14,-0.1,-1.1,-8,112,4
O=S(=O)(/N=C(/Nc1ccccn1)c1ccc(Cl)cc1)c1ccc(Cl)cc1,-1,99,19,-3,-1.0,-2.9,-7,103,0
O=C(CN1CCC(N2CCCCC2)CC1)N1CCCc2ccccc21,1,109,-17,-7,0.2,0.8,26,101,-4
CN(C)S(=O)(=O)c1ccc(S(=O)(=O)NCCN2CCOCC2)cc1,0,102,7,-8,0.1,0.5,36,102,-9
Cc1ccc(C(=O)NC2CCN(C(=O)N3CCOCC3)CC2)cc1,0,103,6,-4,-0.4,-0.4,-2,111,0
Cc1ccc(Cl)cc1-n1c(=O)cc(N2CC(C)OC(C)C2)[nH]c1=O (configuration not stated),3,97,15,4,1.4,0.6,28,103,-8
CC(C)n1cc(CN2CCC(C(=O)Nc3cccc(-c4cscn4)c3)CC2)cn1,7,101,18,3,0.9,0.7,26,123,-7
C/C(=N/NC(=O)CNC(=O)/C=C/c1ccco1)c1ccc(Cl)cc1,4,110,4,2,0.3,-0.5,-15,93,-6
O=c1c(-c2ccc(F)cc2)coc2c3c(ccc12)OCCO3,2,105,16,-9,-0.6,-1.6,-44,102,4
COCCN(C(=O)CSc1nnc(-c2cccs2)n1N)c1c(N)n(Cc2ccccc2)c(=O)[nH]c1=O,3,95,6,-5,0.7,1.2,28,99,0
Cc1cccc(-n2c(SCc3cc(=O)n4ccsc4n3)nc3ccccc3c2=O)c1,0,103,6,-3,0.7,1.9,13,100,7
O=C(CN1CCN(S(=O)(=O)c2ccc(Br)cc2)CC1)Nc1ccc(F)cc1F,-6,87,41,13,1.1,3.2,21,93,-3
CC(C)COc1cccc(-c2cc(C(=O)N/N=C/c3ccncc3)c3ccccc3n2)c1,-2,100,23,-18,·,·,22,97,-1
CCN(Cc1ccccc1)C(=O)CCS(=O)(=O)c1ccc2c(c1)n(C)c(=O)c(=O)n2C,0,94,16,9,8.4,-0.5,28,95,·
CCOC(=O)c1cccc(NC(=O)CCc2nnc3ccc(N4CCCCC4)nn23)c1,-5,102,18,-7,-1.7,-2.5,7,100,2
C=CCOc1cccc(C(=O)N2CCC(CCC(=O)NC3CC3)CC2)c1,-3,96,25,-6,0.0,0.1,34,94,2
CC(=O)[C@H]1[C@@H]2C(=O)N(c3cccc(Cl)c3)C(=O)[C@@H]2[C@H]2c3ccccc3C=CN21,7,106,24,-5,2.1,1.5,7,100,-3

# GPR7 antagonist: hit marks shown above
SMILES	MEKK2 mut-MEK5	MEKK3 PB1 HTS	NALP1 yeast inh	GPR7 antagonist	PHOSPHO1 inh	MEKK2wt PB1 HTS	GalR3 antag
CCCCc1ccc(-c2ccc(Br)cc2)nc1	-3	94	11	30*	-24	102	-6
